# Scp1 inh: blocks human Scp-1 phosphatase activity. Q9GZU7. Recombinant Scp1, phosphopeptide, malachite green phosphate absorbance. inhibition, % at 20 µM. 340,000 tested, 0.88% active. AID 493091;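 active means inhibition above about 50% at 20 µM, limit read from the data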;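 further: plate controls were DMSO wells with enzyme for no effect and wells lacking enzyme for full effect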
# Target sequence (Q9GZU7 76-261 limits assumed): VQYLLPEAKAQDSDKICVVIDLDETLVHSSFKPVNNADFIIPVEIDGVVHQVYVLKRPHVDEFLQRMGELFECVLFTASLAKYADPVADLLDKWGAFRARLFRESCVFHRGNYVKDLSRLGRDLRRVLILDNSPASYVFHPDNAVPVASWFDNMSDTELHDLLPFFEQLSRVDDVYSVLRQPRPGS
#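 Test system: SCP-1 phosphatase catalytic domain, residues 76-261 | Compound dosing: One concentration, 20 µM, with 1.0% DMSO | Schedule: 45 min room-temperature reaction, 5 min colour, 30 min stabiliser | Detection: Absorbance at 630 nm | Read-out basis: % inhibition of SCP-1 phosphate liberation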
# LMPTP inh: blocks human LMPTP phosphatase; recombinant LMPTP-A, OMFP fluorogenic substrate, fluorescence intensity; AID 651560; P24666; inhibition, % at 20 µM; 360,000 tested, 0.22% active;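 active means compounds that cut the enzyme signal by at least half of the control window in the single-dose screen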;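 further: plate controls were DMSO wells with enzyme plus substrate for no effect and substrate without enzyme for full effect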
#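 Test system: LMPTP-A, protein tyrosine phosphatase of low molecular weight; Input: 0.625 nM enzyme; Incubation: 50 min dark incubation at room temperature; Signal: endpoint fluorescence intensity from OMFP dephosphorylation; Read-out basis: % inhibition versus control wells.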
# Rpn11 block: Rpn11 (human) deubiquitinase inhibition. calls only at 20 µM. human 26S proteasome, Ub4-pepOG fluorescence polarization; 20S core pre-blocked with epoxomicin. AID 588493. 360,000 tested, 0.59% active. O00487;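 active means inhibition at 20 µM, scaled to each plate's controls, above about 33%, limit read from the data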
# Target sequence (O00487 whole entry, looked up): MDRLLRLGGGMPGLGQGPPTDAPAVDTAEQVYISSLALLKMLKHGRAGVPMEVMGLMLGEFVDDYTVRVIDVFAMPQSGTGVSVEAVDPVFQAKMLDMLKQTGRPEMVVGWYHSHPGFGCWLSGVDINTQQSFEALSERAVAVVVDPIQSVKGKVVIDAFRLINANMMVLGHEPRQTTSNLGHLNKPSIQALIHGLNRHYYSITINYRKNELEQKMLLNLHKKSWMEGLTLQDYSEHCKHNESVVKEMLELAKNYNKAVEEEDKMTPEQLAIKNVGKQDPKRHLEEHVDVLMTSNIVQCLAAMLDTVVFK
# Tb MetRS inh: Trypanosoma brucei MetRS inhibition | purified T. brucei MetRS, ATP depletion, Kinase-Glo luminescence | inhibition, % at 11.9 µM | 360,000 tested, 0.4% active;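 active means inhibition above a per-plate cutoff of the control wells' mean inhibition plus 3 SD, cut at about 5.5% in these data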;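 further: 0% = DMSO wells median and 100% = median of wells with control inhibitor compound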
#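 System: purified T. brucei MetRS enzyme / Detection: Kinase-Glo luciferase luminescence reporting remaining unconsumed ATP / Medium: HEPES buffer with MgCl2, KCl, DTT, spermine, BSA, pyrophosphatase / Replication: singlicate, one well per compound / Evaluation: percent inhibition relative to median high and low control wells / Schedule: 2 h aminoacylation at 25 °C after 15 min preincubation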
# SUMO1-SIM PPI: modulators of human SUMO1-mediated protein-protein interactions; P63165; SUMO1 binding to a labelled peptide, TR-FRET, 1 h; inhibition, % at 20 µM; 360,000 tested, 0.33% active; in the data active means inhibition above about 37%
# Target sequence (P63165 whole entry, looked up): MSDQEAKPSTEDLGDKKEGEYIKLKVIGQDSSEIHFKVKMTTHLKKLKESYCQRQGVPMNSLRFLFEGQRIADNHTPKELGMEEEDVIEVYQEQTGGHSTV
# DNMT1 block: inhibitors of human DNMT1; 360,000 tested, 0.83% active; DNMT1 molecular beacon, Hinp1I cleavage, fluorescence; inhibition (reported as % activation of signal), % at 10 µM; P26358; in the data active means inhibition above about 50%
# STEP inh: blocks human striatal-enriched tyrosine phosphatase | recombinant STEP, OMFP fluorogenic substrate, fluorescence | inhibition, % at 20 µM | P54829 | 360,000 tested, 0.25% active;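 active means inhibition at 20 µM, scaled per plate between control wells, above about 37%, limit read from the data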;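 further: 0% = DMSO with enzyme and substrate and 100% = substrate only without enzyme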
#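 System: isolated STEP enzyme; schedule: 20 min enzyme reaction at room temperature, protected from light; medium: Bis-Tris buffer pH 6.0, 2.5 mM DTT, 0.005% Tween 20; signal: fluorescence, 480/540 nm; dosing: single compound dose of 20 µM, 1% DMSO final; also added: OMFP substrate, 25 µM final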
# CSN deneddyl inh: blocks human CSN-mediated cullin deneddylation. AID 651999. inhibition, % at 12.5 µM. 360,000 tested, 0.38% active. Q92905. Purified CSN, SCF-Nedd8-OG deneddylation, fluorescence polarization;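 active means pattern-corrected inhibition above about 35%, with an unprinted fluorescence ratio check between 0.5 and 1.5, limit read from the data, passing the limit was not always enough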;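 further: 0% = enzyme with substrate and 100% = substrate without enzyme; some results filed as inactive read as strong as hits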
# Target sequence (Q92905 whole entry, looked up, one chain of several): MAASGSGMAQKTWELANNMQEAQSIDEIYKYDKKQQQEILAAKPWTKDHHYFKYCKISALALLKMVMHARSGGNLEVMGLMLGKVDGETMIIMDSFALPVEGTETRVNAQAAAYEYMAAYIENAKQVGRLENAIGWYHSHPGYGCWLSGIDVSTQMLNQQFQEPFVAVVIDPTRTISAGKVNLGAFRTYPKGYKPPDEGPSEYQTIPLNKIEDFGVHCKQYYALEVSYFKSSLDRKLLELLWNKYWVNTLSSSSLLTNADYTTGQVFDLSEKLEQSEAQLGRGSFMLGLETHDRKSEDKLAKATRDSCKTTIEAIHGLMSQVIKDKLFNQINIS
#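 Assay system: purified human Csn5 enzyme expressed in HEK293T cells; Input: 0.24 nM Csn5 enzyme, final concentration; Reagent: 10 nM SCFSkp2-Nedd8OG; Compound dosing: 12.5 µM single point; Times: reaction 90 min, room temperature; Technique: fluorescence polarization readout.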
# MsrA inhibitor: inhibits bovine methionine sulfoxide reductase A; purified bovine MsrA, absorbance read-out; inhibition, % at 15.5 µM; 360,000 tested, 0.75% active; in the data active means inhibition above about 4.5%;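 further: 0% = vehicle wells with enzyme and 100% = reference inhibitor wells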
# NadD block: blocks S. aureus nicotinate mononucleotide adenylyltransferase; purified NadD enzyme, colorimetric absorbance read-out; inhibition, % at 20 µM; 360,000 tested, 0.78% active; AID 602399; in the data active means inhibition above about 26%; further: some compounds past the cut are filed as inactive
# The depositor's hits bear a star; i = inactive; / = not tested or not shown. No enrichment for hits; about 3.9% have a hit in one of these screens.
SMILES,Scp1 inh,LMPTP inh,Rpn11 block,Tb MetRS inh,SUMO1-SIM PPI,DNMT1 block,STEP inh,CSN deneddyl inh,MsrA inhibitor,NadD block
CCOCCSC1=C(C#N)C(c2cccs2)C(C(C)=O)=C(C)N1 (stereo not drawn),-9,1.1,i,-0.3,-9,0,-4,2,1.1,-2
CC1(C(=O)NS(=O)(=O)C2CC2)CCN(C(=O)c2cccc(Cl)c2)C1 (stereo not drawn),/,-4.2,i,0.0,2,0,-3,-3,-1.3,1
COc1ccc(C(CNC(=O)c2ccc(-c3ccccc3Cl)o2)N2CCOCC2)cc1 (stereo not drawn),0,2.2,i,-0.5,-5,-6,-1,11,-1.0,-1
COC(=O)c1[nH]nc2c1C(=O)N(Cc1ccccc1)C2=O,-2,0.5,i,-0.9,0,-5,-1,-2,-0.1,-5
CC1(C(=O)Nc2ccc3nc[nH]c3c2)CCN1C(=O)C1(c2ccccc2)CCCC1 (stereo not drawn),/,1.6,i,-0.1,2,-1,0,-3,-0.2,1
COC(=O)c1cccc(S(=O)(=O)N2CCCC2)c1,0,-1.3,i,-0.4,-1,-2,-3,-23,-0.4,-8
COCCN(Cc1nc(-c2ccc(C(F)(F)F)cc2)no1)C(C)C,-4,2.5,i,0.2,-3,0,0,1,1.4,0
O=C(NC(c1ccc2ccccc2n1)c1cccs1)C1CCN(Cc2cccc(C(F)(F)F)c2)CC1 (stereo not drawn),/,1.3,i,0.0,-15,-4,-1,2,0.2,-4
COc1ccccc1Oc1ccc(NC(=O)c2ccccc2)cc1,-10,1.0,i,-0.7,0,-4,-1,1,0.5,-7
O=C(Nc1ccc(F)c(S(=O)(=O)N2CCOCC2)c1)C1CCCCC1,-6,-0.6,i,0.0,1,0,-3,5,-0.4,0
COc1cc(OC)c(NC(=O)c2sc3ncn(CC(=O)N4CCOCC4)c(=O)c3c2C)cc1Cl,23,-0.3,i,-0.4,-8,-3,0,2,-0.8,-6
O=C(COc1ccc(Cl)cc1)Nc1nc(-c2ccncc2)cs1,-4,9.2,i,0.1,6,-1,13,6,0.1,4
Cc1ccc(N2C(=O)CSC2c2cccs2)cc1 (stereo not drawn),-5,-0.7,i,-0.8,0,3,3,0,0.2,-2
NC(Cc1ccc(F)cc1)c1csc(Nc2ccc(C(=O)c3ccccc3)cc2)n1 (stereo not drawn),/,3.0,i,-0.3,-111,-22,0,3,-0.5,12
Cc1n[nH]c(C)c1Sc1ccccc1[N+](=O)[O-],-7,-10,i,-0.1,-12,-4,-4,2,0.8,-7
OCc1cccc(-c2csc(C(O)c3ccccc3)n2)c1 (stereo not drawn),/,-0.9,i,-0.2,1,-1,-4,0,0.7,-3
Cc1ccc(C(=O)Nc2cc(C)nn2CCC#N)cc1,-3,-1.4,i,-0.7,2,0,-1,-1,0.5,2
COCCOc1ccc(C(F)(F)F)cc1NC(=O)c1ccc(C(F)(F)F)cc1,2,0.2,i,-1.6,-2,10,1,-11,-0.3,2
CCc1cccc(CC)c1NC(=O)/C(C#N)=C/c1ccccc1C(F)(F)F,-8,2.0,i,0.0,-4,-3,0,-3,0.1,-3
CN(C)c1nc(N)nc(CSc2nnnn2-c2ccc(C(=O)O)cc2)n1,-3,-0.7,i,-1.6,3,0,-2,-2,2.9,-8
Cc1occc1C(=O)Nc1cccc([N+](=O)[O-])c1,-11,-0.7,i,-0.5,-17,0,-3,1,0.0,5
O=C(CSc1ccccn1)Nc1nncs1,5,-1.2,i,0.2,8,-1,-8,0,-1.3,2
Fc1ccc(-c2nc3n(n2)Cc2ccccc2-3)cc1,-5,-0.5,i,-1.8,4,0,0,-1,-1.2,-6
CSc1ccccc1NC(=O)CN(C)C(=O)C(C)SCc1nc2sc(C)c(C)c2c(=O)[nH]1 (stereo not drawn),-5,0.0,i,-0.1,7,4,1,1,-0.3,2
CCC(C(=O)N1CCN(c2ncccn2)CC1)c1ccccc1 (stereo not drawn),-11,-1.2,i,-0.6,0,1,-2,-2,-0.3,-5
CC1(CSc2ccccc2)CC(=O)N1 (stereo not drawn),/,-2.1,i,0.1,-4,8,0,5,0.2,-5
CCC(NC(=O)Nc1ncccc1C)(C(F)(F)F)C(F)(F)F,-3,1.1,i,-0.2,2,2,-5,5,0.6,-1
Cc1cc(C(=O)COc2ccc([N+](=O)[O-])cc2)c(C)n1C1CC1,-12,1.3,i,-0.6,-7,-4,2,1,1.3,-7
CCOC(=O)C1C(C(=O)OCC)C1(c1ccccc1)c1ccccc1 (stereo not drawn),-4,0.2,i,0.0,6,0,3,-9,2.2,-4
Cc1nc2ccccc2nc1OCC(=O)N1CCN(c2ccccc2)CC1,1,-0.5,i,-0.1,-8,-1,3,3,1.6,-2
Cc1ccc(C(=O)Nc2ccccc2C(=O)N2CCOCC2)cc1[N+](=O)[O-],0,-0.6,i,-0.5,-5,5,1,-2,-0.3,5
COc1ccccc1CNC(=O)[C@@H]1CCCN1C(=O)[C@@H]1Cc2ccccc2CN1C(=O)OC(C)(C)C,-8,0.7,i,0.0,0,2,2,6,0.1,0
C[C@@H]1NC(=O)[C@H](CCC(=O)O)NC(=O)c2cc([N+](=O)[O-])cc(F)c2NCCC[C@@H](C(N)=O)NC1=O,-3,-1.2,i,-0.2,-16,10,0,2,0.8,-1
Cc1ccccc1[C@@]1(C)ON(c2ccccc2C(F)(F)F)C1=O,0,1.8,i,0.3,5,5,2,0,-0.4,8
O=C(COc1ccc(Cl)cc1Cl)NNC(=O)c1cccnc1,-4,-0.5,i,0.5,-2,-3,0,5,-0.9,3
O=C(Nc1ccccc1)N1CCN(c2nc(-c3ccccc3)ns2)CC1,-14,1.3,i,-1.0,0,-3,0,-1,-0.6,-6
CCc1nc2ccccc2n(CCOCCOCCn2c(=O)c(CC)nc3ccccc32)c1=O,-2,-0.5,i,-0.7,-2,-3,10,-6,-1.1,-1
O=C(Cc1c[nH]c2ccccc12)N/N=C/c1ccccc1O,-7,1.2,i,0.7,-10,-3,3,-2,1.7,-2
CC(C)C(=O)Nc1nc2c(ncn2C2CC(O)C(CO)O2)c(=O)[nH]1 (stereo not drawn),10,-1.0,i,-0.3,-2,0,-4,0,-1.1,2
COc1cccc(NC(=O)C2(C)CCN2CCc2ccccc2)c1 (stereo not drawn),/,-0.3,i,-0.2,34,-5,1,2,-1.2,-3

# Whole records, quoted from the list. Order of screens: Scp1 inh, LMPTP inh, Rpn11 block, Tb MetRS inh, SUMO1-SIM PPI, DNMT1 block, STEP inh, CSN deneddyl inh, MsrA inhibitor, NadD block
# Listed for `O=C(COc1ccc(Cl)cc1Cl)NNC(=O)c1cccnc1` = -4, -0.5, i, 0.5, -2, -3, 0, 5, -0.9, 3
# Listed for `Cc1ccccc1[C@@]1(C)ON(c2ccccc2C(F)(F)F)C1=O` = 0, 1.8, i, 0.3, 5, 5, 2, 0, -0.4, 8
# Listed for `O=C(Nc1ccccc1)N1CCN(c2nc(-c3ccccc3)ns2)CC1` = -14, 1.3, i, -1.0, 0, -3, 0, -1, -0.6, -6
# Listed for `Cc1ccc(C(=O)Nc2ccccc2C(=O)N2CCOCC2)cc1[N+](=O)[O-]` = 0, -0.6, i, -0.5, -5, 5, 1, -2, -0.3, 5

# Next part.
SMILES,Scp1 inh,LMPTP inh,Rpn11 block,Tb MetRS inh,SUMO1-SIM PPI,DNMT1 block,STEP inh,CSN deneddyl inh,MsrA inhibitor,NadD block
COc1ccccc1N=Nc1nc(-c2ccccc2)c(-c2ccccc2)[nH]1,6,14,i,0.8,-46,-10,3,7,-1.3,21
CN(c1ccccc1)S(=O)(=O)c1ccc(C(=O)NCC2CCCO2)cc1 (stereo not drawn),3,0.0,i,0.5,3,4,0,-1,0.5,-6
Cn1c(=O)oc2cc(S(=O)(=O)N3CCC(N4CCCCC4)CC3)ccc21,7,-0.5,i,-0.1,13,6,-1,3,/,0
CCC(CC)C(=O)Oc1c(C(=O)N(C)C)cccc1-c1ccccc1,-12,-0.6,i,-0.5,-5,-2,-1,-1,-0.3,0
COc1ccc(-c2ccccc2)cc1NC(=O)[C@@H]1O[C@H](CO)[C@H](O)[C@H](O)[C@H]1O,/,0.2,i,0.7,-2,1,0,4,0.7,5
C/C(=N\NC(=S)Nc1cccc(C)c1)c1cccc(N)c1,0,-1.4,i,-0.2,10,-14,0,-4,0.5,14
NC(=S)N/N=C/c1coc2ccc(Cl)cc2c1=O,-3,0.5,i,-0.2,-6,-2,0,-2,0.1,11
N#Cc1ccccc1S(=O)(=O)N1CCN(c2cnccn2)CC1,-2,-1.8,i,-0.6,-3,-3,-2,-19,0.4,12
O=C(CCCNS(=O)(=O)c1cccs1)N1CCN(c2ccc(F)cc2)CC1,-7,-0.7,i,-1.4,0,-1,3,4,-1.2,7
CC(C)c1ccc(/C=C2\C(=O)N(CCN3CCOCC3)C(=S)N2C)cc1,1,0.6,i,-0.5,-14,1,-1,-3,0.1,-6
O=C(NNC(=O)c1cccnc1)Nc1cccc(Cl)c1Cl,-8,-2.8,i,0.4,-2,-2,-4,-9,0.8,0
COC(=O)[C@@]1(Cc2ccccc2)[C@H]2C(=O)N(Cc3ccccc3)C(=O)[C@H]2[C@H]2CN=C(SC)N21,4,-0.1,i,0.2,3,3,1,-3,0.2,-1
O=C(COC(=O)c1cc(Br)ccc1O)NNC(=O)c1cccs1,5,0.7,i,-0.2,4,3,-1,3,0.0,3
Cc1cc(=O)[nH]c(SCC(=O)NNC(=O)Cc2ccccc2)n1,2,-0.7,i,-0.9,1,4,0,-4,0.3,-2
Fc1ccc(-n2c(-c3ccco3)n[nH]c2=S)cc1,-2,-1.8,i,-0.2,5,1,0,2,-0.6,1
CC(C)CCn1c(COc2ccccc2)nn(CCC#N)c1=S,-7,0.3,i,-1.1,6,-1,4,0,0.6,-9
C[C@@H]1CCCCCCCCC(=O)OCCN(C(=O)OC(C)(C)C)[C@H](C)CCCCCCCCC(=O)OCCN(C(=O)OC(C)(C)C)[C@H](C)CCCCCCCCC(=O)OCCN(C(=O)OC(C)(C)C)[C@H](C)CCCCCCCCC(=O)OCCN1C(=O)OC(C)(C)C,6,-1.2,i,-0.2,6,-2,-1,-2,1.3,-4
CCN(Cc1ccccc1)Cc1ccc(OCc2ccccc2)cc1,1,0.1,i,-0.6,1,15,2,-8,-1.2,-8
CN(C)Cc1n[nH]c(=O)c2ccccc12,0,-1.0,i,-0.3,0,0,0,-6,-1.2,2
